Assay outcomes: PubChem BioAssay, National Center for Advancing Translational Sciences (NCATS)
MmCpn inh: M. maripaludis TRiC chaperonin inhibition. purified Mm-Cpn ATPase, ADP Transcreener TR-FRET. Potency, µM (series often up to 76.9 µM), for inactives: at the highest dose activity, negative = inhibition, most hits filed as inhibitors. 330,000 tested, 0.031% active. AID 504842; note: potency is the fitted concentration of half-maximal effect; % is set by controls: 0 for no effect and ±100 for the full control effect; nearly all actives have a fitted effect of over 80% in size
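ATPase read-out: TR-FRET ADP immunoassay (anti-ADP Eu cryptate vs ADP-d2), ex 320 nm, em 590/665 nm; signal drops as ADP forms. Enzyme 25 nM, ATP 10 uM, 30 min at 37°C after 10 min compound preincubation.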
A549 tox: kills or reduces viability of A549 cells in Nrf2 counter-screen; A549 ARE-Fluc cells, CellTiter-Fluor viability, 18-24 h; Potency, µM (titrated, usually from 46 µM), for the others: at the highest dose activity change, negative = cytotoxicity, actives largely listed as inhibitors; 390,000 tested, 0.16% active; note: potency is the fitted concentration of half-maximal effect; % is set by controls: 0 for no effect and ±100 for the full control effect
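A549 ARE-Fluc cells in 5% FBS OPTI-MEM, 5000 cells/well, rested 2 h then exposed to compounds in concentration-response for 18-24 h at 37 °C. Viability by CellTiter-Fluor fluorescence (Ex 405/Em 525) after 30 min; luciferase luminescence (BugLite, 15 min, RT) read afterwards.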
TGFb inhibitor: inhibitors of TGF-b signaling | HepG2 CAGA-GFP TGF-b/SMAD3 reporter, GFP fluorescence, 18 h; TGF-beta stimulated, 500 pg/mL final | Potency, µM (doses to about 46.1 µM), for inactives: top-dose activity, negative = inhibition, actives largely listed as inhibitors | 410,000 tested, 1.2% active | AID 588855; note: potency is the fitted concentration of half-maximal effect; % is set by controls: 0 for no effect and ±100 for the full control effect; nearly all actives have a fitted effect of over 65% in size
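Cell-based qHTS in HEPG2 carrying a CAGA-GFP Smad reporter; compounds added before 500 pg/mL final TGF-beta, 18 h incubation at 37 degrees C, GFP fluorescence quantified per cell by imaging cytometry.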
CCT chaperon mod: changes cytosolic chaperonin activity | 360,000 tested, 0.3% active | purified chaperonin ATPase assay, HTRF ADP detection, 30 min | activity change, % (test concentration not listed), hits read low; in the data active = activity change below about -30%; note: % is set by controls: 0 for no effect and ±100 for the full control effect
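Enzyme 40 or 20 nM (batch-dependent) in Tris pH 7.4/KCl/MgCl2/DTT; cpd 76 uM single point; ATP 10 uM; 30 min 37 °C; Transcreener ADP HTRF detection, 30 min RT; ratio 665/615.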
pAkt inh: blocks phosphorylation of Akt | Neuro2A IGF-stimulated pAkt S473 HTRF, 20 min; hits give low values | activity change, % for hits at 50 µM | 360,000 tested, 0.32% active | AID 651550; in the data active = activity change below about -80%; inconclusive = mostly about -51% to -80%; note: % is set by controls: 0 for no effect and ±100 for the full control effect
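Neuro2A cells in DMEM with 0.5% FBS, overnight at 37 deg C, given compound at single 50 µM final, then IGF (6 nM final) for 20 min at 37 deg C. Lysed; phospho-Akt Ser473 by HTRF after 24 h, 665/615 ratio.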
ATXN viability: cell viability loss in ATXN counter-screen. Potency, µM (highest dose often 56.7 µM), usual class: cytotoxic. 400,000 tested, 0.49% active. AID 651635. S2 cells (HEK-293 line with an ATXN2-luciferase reporter) viability, CellTiter-Fluor protease fluorescence, 24 h; note: potency is the fitted concentration of half-maximal effect; nearly all actives have a fitted effect of over 40% in size
Nrf2 inh: inhibitors of Nrf2 signaling | 360,000 tested, 2.1% active | AID 504444 | A549 ARE-Fluc reporter, luciferase luminescence, 18-24 h | Potency, µM (doses to about 46 µM), for inactives: at the top dose activity change, negative = inhibition, usual class: inhibitors; note: potency is the fitted concentration of half-maximal effect; % is set by controls: 0 for no effect and ±100 for the full control effect; nearly all actives have a fitted effect of over 60% in size
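Cells were seeded and rested 2 h, then exposed to compounds for 18-24 h. CellTiter-Fluor was read first as a viability measure. BugLite was added 15 min before the final luminescent read of ARE-luciferase activity in A549 cells.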
Nrf2 activator: activates Nrf2 signaling; Potency, µM (series often up to 46.1 µM), for the others: top-dose activation, actives largely listed as activators; 410,000 tested, 0.31% active; AREc32 ARE-luciferase reporter (MCF7-derived line), luminescence, 24 h; AID 624171; note: potency is the fitted concentration of half-maximal effect; % of control where 0% means no effect; nearly all actives have a fitted effect of over 65% in size
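Each well held 1000 AREc32 cells, which were incubated with compound for 24 hr at 37 deg C after overnight attachment, and ARE reporter activity was quantified by firefly luciferase luminescence.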
HepG2 tox: counter-screen for TGF-b inhibitors: cytotoxicity in HepG2 cells; HepG2 CAGA-GFP viability, ATP luminescence, 18 h; Potency, µM (series often up to 46.1 µM), without a hit: at the top dose activity change, negative = cytotoxicity, most hits filed as cytotoxic; 410,000 tested, 0.76% active; note: potency is the fitted concentration of half-maximal effect; some results filed as inactive show a strong effect at the top dose
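HepG2 CAGA-GFP cells (1000/well, DMEM with 1% FBS) received compound, then TGF-beta at 500 pg/mL final, and were incubated 18 hours at 37 degrees C. Viability was read by CellTiter-Glo luminescence. Media-only wells were set as complete cell-killing and DMSO as no toxicity.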
* hit, by the source's call; i = inactive; u = inconclusive; x = no result given; & = joins results of further samples. Unless noted, calls come from the whole dose curve; as a rule, active = well fitted curve in the direction sought with a large enough effect; inconclusive = small, poorly fitted or top-dose-only effect, or another doubt; inactive = no such curve, though single readings can be large; an effect the other way counts as inactive or inconclusive.

SMILES	MmCpn inh	A549 tox	TGFb inhibitor	CCT chaperon mod	pAkt inh	ATXN viability	Nrf2 inh	Nrf2 activator	HepG2 tox
CCCCCCN1C=CC(=C2C(=O)c3ccccc3C2=O)C=C1	-1%	-1%	8%	2.1	i	i	u	-0.9%	-23%
COc1ccc(-c2nnc(SC(=O)N3c4ccccc4Sc4ccccc43)o2)cc1	-11%	-2%	u	2.1	i	u	u	2.1%	11µM*
CCOC(=O)C1CCN(S(=O)(=O)c2ccc(N3CCCCS3(=O)=O)cc2)CC1	x	0%	u	x	x	i	x	0.0%	1%
CSc1ccccc1NC(=O)c1cc(S(=O)(=O)N(C)C)ccc1N1CCCC1	-3%	1%	18%	2.3	i	u	-11%	0.1%	1%
COCCNC(=O)[C@@H]1CCCN1C(=O)C1CCN(S(=O)(=O)c2ccc(C)cc2)CC1	2%	3%	-15%	-0.3	i	i	u	0.3%	-20%
COc1cc(OC)cc(-c2c(Sc3ccccc3)c3cc(-c4ccc(OC)c(F)c4)ccc3n2C)c1	x	x	x	0.8	i	i	x	-0.7%	x
O=C1c2ccccc2C(=O)N1Cc1nc(-c2ccncc2)no1	-6%	-7%	-6%	-0.1	i	i	9%	-1.0%	0%
COc1cc(C#Cc2ccc3cc(CCO)oc(=O)c3c2)cc(OC)c1	-2%	6%	-2%	0.3	i	i	u	6.6%	-21%
CC(C)CCNC(=O)NC(=O)COC(=O)/C=C/c1cnc2ccccc2n1	0%	4%	8%	-7.4	i	i	x	12%	2%
Cc1csc(NC(=O)c2ccc3c(=O)n4c(nc3c2)CCCCC4)n1	-1%	-4%	-22%	-3.8	i	i	u	-0.1%	-21%
CCc1nc2ccccc2n1CCCCOc1cccc(C)c1	x	-3%	u	x	x	u	u	3.8%	-40%
COc1ccc(C(=O)c2ccc(N3CCN(C4CC(=O)NC4=O)CC3)cc2)cc1F (stereo unspecified)	-5%	-11%	3%	-2.8	i	u	-19%	2.9%	4%
CCn1cc(SCC(=O)NCC2CCCO2)c2ccccc21 (stereo unspecified)	1%	1%	6%	0.6	i	i	17%	0.5%	-5%
CN(C)c1ccc(NC(=O)c2cccc([N+](=O)[O-])c2)c2ccccc12	-1%	-1%	14%	-1.9	i	i	-4%	0.7%	1%
CCOC(=O)Cn1cnc2c(nnn2-c2ccc(C)cc2)c1=O	u	3%	-16%	-1.7	x	i	x	-0.3%	-39%
NS(=O)(=O)c1cccc(NC(=O)COC(=O)CC2Sc3ccccc3NC2=O)c1 (stereo unspecified)	-1%	2%	2%	-2.1	i	u	8%	0.1%	3%
O=C(CSC1CS(=O)(=O)c2cc([N+](=O)[O-])ccc21)NNC(=O)c1ccc(Cl)cc1 (stereo unspecified)	0%	0%	13µM*	0.4	i	i	-14%	u	-67%
Cc1cc(C)nc(NC(=O)/C=C/c2ccc3c(c2)OCO3)c1	2%	-13%	-5%	-3.6	i	i	-1%	2.1%	-30%
O=C(NCCCN1CCOCC1)C1CCN(S(=O)(=O)c2ccccc2)CC1	2%	-1%	8%	-3.7	i	i	0%	-1.8%	0%
COCC(=O)N1CCCC(C(=O)c2ccc3c4c(cccc24)CC3)C1 (stereo unspecified)	0%	10%	u	1.7	i	i	0%	3.7%	9%
COc1ccc(CNC(=O)CN(Cc2ccc(C)cc2)S(=O)(=O)c2ccc(Cl)cc2)cc1	2%	4%	-26%	1.1	i	i	-16%	-0.8%	-19%
COC(=O)c1ccc(Oc2nc(C(N)=O)cc(-c3ccccc3)n2)cc1	2%	x	1%	1.7	i	i	8%	-0.4%	-16%
CCOC(=O)c1cc(-c2cccs2)nn1CCC#N	-2%	4%	-8%	-0.3	i	i	10%	3.4%	-2%
COc1ccc(-c2nnc(CSc3ncnc4sc5c(c34)CCC5)o2)cc1OC	-2%	4%	4%	1.4	i	i	-3%	-0.1%	-2%
Nc1ncc(-c2cc3ccccc3oc2=O)s1	-1%	-11%	-5%	-0.2	i	i	u	0.2%	-40%
CCCCCCC(=O)Nc1nc(C)c(-c2csc(Nc3cc(Cl)ccc3OC)n2)s1	u	1%	u	-2.0	i	i	5%	6.1%	1%
Cc1nc(SCc2ccccc2)c(C(F)(F)F)c(=O)[nH]1	-3%	8%	0%	0.8	i	i	4%	2.3%	2%
Cc1cc(C)cc(C(=O)Oc2coc(CSc3nnc(NC(=O)C4CC4)s3)cc2=O)c1	-4%	-4%	1%	1.3	i	i	0%	-0.4%	1%
CC(NC(=O)COC(=O)CSc1ccc(F)cc1)c1ccc(F)cc1 (stereo unspecified)	-3%	-12%	10%	0.0	i	i	0%	-0.2%	1%
Cn1cc(S(=O)(=O)Nc2cccc3ccccc23)c(=O)n(C)c1=O	-1%	13%	4%	-2.2	i	i	2%	1.7%	9%
Cc1ccc2nc(C)c3c(c2c1)SCC3	0%	1%	0%	-0.2	i	i	-1%	0.4%	-12%
C/C(=N\NC(=O)CCC(=O)NCc1ccccc1)c1ccc([N+](=O)[O-])cc1	1%	1%	4%	-1.1	i	i	0%	-0.3%	-16%
CCN(CC)N=Nc1ccc(S(=O)(=O)Nc2nc(C)cc(C)n2)cc1	2%&-4%	11%&0%	-3%&-11%	0.4&-0.7	i	i	-25%&0%	0.0%&-0.8%	1%&-5%
Cc1cccc(N2CCN(C(=O)CN3C(=O)COc4ccc(S(=O)(=O)N5CCOCC5)cc43)CC2)c1C	x	-2%	0%	x	x	i	4%	-1.2%	1%
N#CCCCc1cc2ccccc2cn1	2%	5%	14%	-2.1	i	i	3%	0.5%	-4%
O=C(COC(=O)c1ccc(O)cc1)Nc1cc(S(=O)(=O)N2CCOCC2)ccc1N1CCOCC1	x	-3%	-7%	-21	i	i	2%	-0.6%	-18%
COc1cc(/C=C/C(=O)Nc2nnc(CC(C)(C)C)s2)cc(OC)c1OC	1%	-2%	-3%	-3.5	i	i	4%	0.4%	-25%
CC(=O)Nc1ccccc1C(=O)C(=O)Nc1cccc(C(=O)NCC2CCCO2)c1 (stereo unspecified)	4%	2%	16%	-1.0	i	i	-23%	-0.7%	-15%
COc1ccc(S(=O)(=O)N2CCCOC2CNC(=O)C(=O)NCc2ccccn2)cc1 (stereo unspecified)	0%	-6%	3%	-0.7	i	i	13%	-0.2%	-20%
O=C1OC(c2cccs2)=N/C1=C\c1ccc(-c2ccccc2Cl)o1	0%	-6%	22%	0.4	i	i	-13%	0.7%	-14%
COc1cc2c(cc1N)-c1ccc(N)cc1C2=O	x	x	-4%	-0.8	i	u	x	11%	-2%
CCN(Cc1ccccc1)C(=O)c1ccc(C(=O)N(CC)Cc2ccccc2)cc1	2%	4%	-11%	-2.0	i	i	u	0.0%	-25%
CCCCNC(=O)Nc1ccccc1CC	-1%	-3%	-5%	-0.7	i	u	2%	-0.8%	-1%
O=C(CN1CCCc2ccccc21)Nc1cccc(S(=O)(=O)N2CCOCC2)c1	-6%	15%	-10%	1.5	i	i	4%	0.6%	8%
COCC(C)OC(=O)c1c(N)n(CC(C)C)c2nc3ccccc3nc12 (stereo unspecified)	-3%	9%	-17%	-1.8	i	x	-19%	2.3%	-34%
COc1ccc(C2NC(=S)NC3=C2CCCC3=C2SCCS2)cc1 (stereo unspecified)	-10%	-21%	-24%	1.4	i	i	u	3.2µM*	-51%
COC(=O)[C@H](Cc1ccc(O)cc1)NC(=O)Cn1cnc2c(OCc3ccccc3)ncnc21	-1%	-1%	12%	0.7	i	i	5%	-0.8%	-7%
CCc1ccc(-c2cc(C(F)(F)F)n3nc(C(=O)Nc4c(C)nn(Cc5ccc(F)cc5)c4C)cc3n2)s1	-1%	0%	u	-3.8	x	x	x	0.0%	1%
Cc1nc2ccccc2c2c1C(=O)N(Cc1cccnc1)C2=O	3%	0%	-8%	-4.0	i	i	19%	-0.8%	3%
CCOC(=O)N1CCN(C(=O)C2CCN(C(=O)c3ccc([N+](=O)[O-])cc3)CC2)CC1	2%	2%	1%	-2.7	i	i	-2%	-0.1%	-4%
O=C(NCCC1CCCCN1S(=O)(=O)c1ccc(F)cc1)C(=O)Nc1ccccc1 (stereo unspecified)	1%	-1%	-2%	-3.3	i	i	-12%	-0.6%	-7%
COc1ccc(/C=N/NC(=O)Cc2ccc(Cl)cc2)cc1OC	1%	1%	5%	0.3	i	i	-3%	2.7%	-45%
COc1ccc(N2C(=O)N3[C@H](c4ccc(Cl)cc4)[C@@H]4C(=O)N(C5CCCCC5)C(=O)[C@@H]4[C@]3(C)C2=O)cc1	-1%	-13%	u	-2.6	i	u	u	-0.3%	-9%
O=C(NNC(=O)c1ccccc1O)c1ccccc1O	x	-6%	u	0.1	i	u	-26%	-1.1%	-60%
CCn1cc(C(C)(C)C)c(C#N)c1NC(C)=O	2%	10%	-27%	-0.4	i	i	x	0.3%	-5%
N#C/C(=N\Nc1cccc(C(F)(F)F)c1)C(=O)c1ccsc1	-2%	-18%	10µM*	0.2	i	i	x	15%	-81%
CCC1CCCCN1CCCNC(=O)c1cc2c(=O)n(CC)c3ccccc3c2s1 (stereo unspecified)	x	0%	-3%	x	x	i	2%	0.5%	-12%

No new results follow: an excerpt of the list.
SMILES	MmCpn inh	A549 tox	TGFb inhibitor	CCT chaperon mod	pAkt inh	ATXN viability	Nrf2 inh	Nrf2 activator	HepG2 tox
COc1ccc(N2C(=O)N3[C@H](c4ccc(Cl)cc4)[C@@H]4C(=O)N(C5CCCCC5)C(=O)[C@@H]4[C@]3(C)C2=O)cc1	-1%	-13%	u	-2.6	i	u	u	-0.3%	-9%
O=C(NNC(=O)c1ccccc1O)c1ccccc1O	x	-6%	u	0.1	i	u	-26%	-1.1%	-60%
